# IL2 activator – IL-2 activation. IL-2 activation reporter assay, cell-based qHTS; stimulated with anti-CD3/CD4/CD28 beads; in transgenic mouse T cells. activation, % (series mostly up to about 46 µM). hit rate 0.065% among 360,000; in the data active = activation above about 50%; inconclusive = mostly about 30% to 49%; also: 0% is about no effect
#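 Unstimulated transgenic mouse T cells; 60-min compound exposure; bead-based TCR/CD4/CD28 stimulation; 18 h culture, 37 degrees C; dual fluorescence (EGFP, DsRed) plate cytometry.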
# EPAC1 antag – blocks human EPAC1 exchange factor; EPAC1 GEF assay, Rap1b-BODIPY-GDP exchange fluorescence; hit rate 0.14% among 360,000; Potency, µM (series often up to 115 µM), without a hit: at the top dose activity change, negative = inhibition, actives largely listed as inhibitors; O95398;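 also: potency is read from the fitted curve at half-maximal effect; plate controls were vehicle for no effect and positive control for full effect; nearly all actives have a fitted effect of over 50% in size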
# PLK1 PBD inh – blocks phosphopeptide binding to human PLK1 polo-box domain; P53350; Plk1 PBD binding of FITC phosphopeptide, fluorescence polarization; Potency, µM, for inactives: max response, negative = inhibition, actives largely listed as inhibitors; hit rate 2.8% among 360,000; also: potency is read from the fitted curve at half-maximal effect; series mostly up to about 57 µM; % is scaled to controls: 0 for no effect and ±100 for the full control effect; nearly all actives have a fitted effect of over 65% in size
# FUS yeast rescue – suppressors of FUS proteinopathy in yeast. hit rate 0.24% among 390,000. S. cerevisiae FUS-expressing, growth rescue, OD600, 24 h. Potency, µM (highest dose often 76.6 µM), inactives show at the highest dose growth rescue (activation), hits mostly activators;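 also: potency is read from the fitted curve at half-maximal effect; plate controls were DMSO vehicle for no effect and reference control for full effect; nearly all actives have a fitted effect of over 55% in size; some results filed as inactive show a strong effect at the top dose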
#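 Cultures pregrown in 2.5% raffinose medium are shifted to minimal medium containing 2% galactose to express toxic FUS. Compounds are tested at several concentrations. After 24hr at 30C, growth is quantified at 600 nm absorbance.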
# EPAC1 ag – EPAC1 (human) agonism | EPAC1 agonist qHTS, biochemical assay; response scale: 100% = response to 6.5 mM cAMP | Potency, µM (doses to about 154 µM), without a hit: top-dose activation, actives largely listed as activators | hit rate 0.073% among 360,000 | AID 720707; also: potency is read from the fitted curve at half-maximal effect; nearly all actives have a fitted effect of over 60% in size
#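 Multi-concentration qHTS readout: loss of Rap1B-bound BODIPY-GDP fluorescence driven by 100 nM EPAC1 with excess GDP (50 uM), monitored kinetically at room temperature; agonist response expressed relative to 6.5 mM cAMP.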
# Abeta rescue – A-beta toxicity reversal in yeast | yeast expressing A-beta42, growth rescue, OD600, 48 h; response scale: 0% DMSO, 100% iron-clioquinol control | Potency, µM (series often up to 46.1 µM), for inactives: at the top dose growth rescue, most hits filed as activators | hit rate 0.063% among 410,000; also: potency is read from the fitted curve at half-maximal effect; nearly all actives have a fitted effect of over 55% in size
#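 Yeast growth medium received pinned compounds, then yeast cells expressing toxic A-beta were added; plates incubated at 30 C for 48 hr. Growth read as absorbance at 600 nm, normalized to DMSO and equimolar FeCl3 plus clioquinol controls.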
# PI5P4Ka inh – inhibitors of human PI5P4K alpha; max response, %; PI5P4Kalpha enzyme, ADP-Glo luminescence, 60 min; stronger effect = lower value; AID 652105; hit rate 1.2% among 330,000; active = max response of -50% or lower; inconclusive = between -30% and -50%; inactive = -30% or higher; also: value at the top dose of about 77 µM; % is scaled to controls: 0 for no effect and ±100 for the full control effect
#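 ADP-Glo luminescence end-point read after a 60 min room-temperature kinase reaction of PI5P4Kalpha plus substrate, initiated with ATP at 5 microM final. Buffer: 0.038 M HEPES pH 7.4, EGTA, 0.1% CHAPS, 5% DMSO.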
# WRN helicase inh – inhibitors of human WRN helicase | AID 651768 | Potency, µM (series often up to 114 µM), for inactives: at the highest dose activity change, negative = inhibition, usual class: inhibitors | WRN helicase unwinding, fluorescent forked duplex, kinetic | Q14191 | hit rate 0.46% among 360,000; also: potency is read from the fitted curve at half-maximal effect; % is scaled to controls: 0 for no effect and ±100 for the full control effect; nearly all actives have a fitted effect of over 55% in size
#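 Fluorescence dequenching readout, ex 525 nm/em 598 nm, kinetic mode: forked duplex DNA (100 nM final) with adjacent fluorophore and quencher unwound by WRN (20 nM final) with 2 mM ATP. Compound preincubation 15 min, room temperature.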
# Active calls of the source: *; ? = inconclusive; . = no result given; [ ] = remark or other dose. Unless noted, calls follow the shape of the dose curve; as a rule, active = well fitted curve in the direction sought with a large enough effect; inconclusive = small, poorly fitted or top-dose-only effect, or another doubt; inactive = no such curve, though single readings can be large; an effect the other way counts as inactive or inconclusive.
SMILES,IL2 activator,EPAC1 antag,PLK1 PBD inh,FUS yeast rescue,EPAC1 ag,Abeta rescue,PI5P4Ka inh,WRN helicase inh
CC1(C)NC(=O)N(CCC(=O)Nc2cc(C(F)(F)F)ccc2Cl)C1=O,-0.3,-13%,-22%,-2%,0%,-12%,3,-5%
COC(=O)c1ccccc1NC(=O)CN1C(=O)CSC1=O,-0.1,-2%,-9%,?,2%,-4%,8,1%
CC1=Nc2ccc(Br)cc2C(c2ccccc2)N1CC(=O)O (stereo not given),-0.9,8%,-7%,4%,9%,-22%,-10,0%
CC(OC(=O)c1cc[n+]([O-])cc1)C(=O)NCc1ccccc1 (stereo not given),2.1,3%,-3%,8%,-24%,5%,0,-4%
O=C(Nc1ccccc1)C1CCCN1S(=O)(=O)c1cccs1 (stereo not given),-0.5,4%,1%,8%,-6%,-5%,6,7%
Cc1cccc(NC(=O)N(Cc2nc3ccccc3c(=O)[nH]2)C2CCCC2)c1,-1.9,9%,-2%,9%,1%,?,-3,4%
CCOC(=O)C(C(C)=O)C(c1ccc(OCCC(C)C)cc1)C(C(C)=O)C(=O)OCC (stereo not given),-1.1,8%,0%,14%,-13%,25%,.,2%
NC(=O)c1c(NC(=O)CSc2nnc(-c3ccccc3)n2CC2CCCO2)sc2c1CCC2 (stereo not given),-2.2,8%,-19%,?,7%,11%,.,-16%
COc1cc2c(cc1OC)C(C)N(C(=O)c1cc3c(C)cc(C)cc3[nH]1)CC2 (stereo not given),-1.8,-16%,-2%,49%,-9%,-2%,-2,-9%
O=C1Nc2cc(C(F)(F)F)ccc2N2CCCCC12 (stereo not given),-4.6,-7%,-4%,7%,-7%,-2%,-9,5%
Cc1cc(NC(=O)CSc2nc3cc4c(cc3c(=O)n2CCc2ccccc2)OCO4)no1,4.1,0%,-3%,11%,0%,-2%,-2,17%
COc1ccccc1NC(=O)CC1SC(=N)N(c2ccccc2)C1=O (stereo not given),-2.2,14%,-13%,9%,9%,-12%,-8,3%
Cc1cccn2c(=O)c3cc(C(N)=S)c(=N)n(CCCN4CCOCC4)c3nc12,0.2,-5%,-21%,-8%,-2%,-1%,-15,2%
CCOc1ccc(NC(=O)CC2C(=O)N(CC)C(=S)N2NC(=O)c2ccncc2)cc1 (stereo not given),-0.9,8%,-5%,-16%,1%,6%,-6,-28%
Cc1c(/C=N/NC(=O)c2cc(C(C)(C)C)[nH]n2)c2ccccc2n1C,-0.8,10%,-3%,-21%,3%,5%,0,6%
COc1cc(SC)ccc1C(=O)NCC1CCCCC1,-1.2,6%,-4%,25%,-5%,-6%,-9,-28%
Nc1nc(SCc2ccccc2)n[nH]1,2.2,0%,-10%,9%,12%,3%,4,4%
O=C(NC1CCCCCC1)C(=O)NC1CCCC1,0.4,-9%,-10%,-22%,7%,-11%,-10,-16%
CC(C)c1cc(=O)[nH]c(SCC(=O)NC2CCCC2)n1,0.7,17%,1%,-6%,4%,-7%,-1,10%
Cc1ccc(-c2nc3ccccc3c(=O)n2NC(=O)COc2ccccc2)cc1,0.8,9%,-3%,.,-11%,0%,4,-19%
Cc1cnc(C(=O)OCc2cc(=O)n3c(C)cccc3n2)cn1,1.2,4%,0%,1%,-1%,-3%,2,2%
CC(C)NC(=O)N(C)C[C@@H]1OCc2cn(nn2)CCCC(=O)N([C@H](C)CO)C[C@H]1C,2.3,2%,-6%,-17%,3%,4%,0,9%
COCCNC(=O)c1sc(=O)n(Cc2ccc(SC)cc2)c1C,-0.3,-6%,-2%,0%,1%,-2%,0,-1%[57.1 µM]
COc1ccc(-c2nnc(NC(=O)C3=COCCO3)o2)cc1,-5.6,6%,-4%,.,6%,-8%,1,-6%
CCOC(=O)Cc1nnc(NC(=O)CSc2nnc3c4ccccc4n(C(C)C)c3n2)s1,-0.1,-6%,-3%,15%,-8%,16%,-10,-18%
COc1ccc(C(CNC(=O)c2cccnc2SC)N2CCOCC2)cc1 (stereo not given),1.7,16%,0%,34%,-2%,-1%,4,-10%
O=C1c2ccccc2C(=O)N1C/C=C/c1ccccc1,-1.0,4%,1%,14%,0%,-2%,0,4%
O=C(O)c1cccc(S(=O)(=O)Nc2ccc(O)cc2Sc2nc3ccccc3s2)c1,-0.3,-6%,13µM*,.,-29%,17%,?,-28%
Cc1cc(NC(=O)CSc2nnc(NCc3ccco3)s2)no1,0.1,-13%,-6%,-11%,13%,8%,-2,-4%
CC[C@]12c3[nH]c4cc(CCC(=O)N(C)C)ccc4c3CCN1C(=O)[C@@H](CC(=O)NCCC1=CCCCC1)C[C@@H]2C(=O)N1CCN(C(=O)c2ccco2)CC1,-0.5,-13%,?,31%,-20%,-18%,-29,2%
Cc1cccc(NC(=S)N2CCCCC2c2cccnc2)c1C (stereo not given),-2.3,-25%,-5%,5%,9%,7%,0,0%
CN(C)S(=O)(=O)c1ccc(C(=O)OCC(=O)N2CC3(C)CC2CC(C)(C)C3)cc1 (stereo not given),0.2,-5%,4%,26%,-4%,20%,6,-2%
CCOc1ccc(NC(=O)CSc2nc3ccccc3c(=O)n2CCNC(C)=O)cc1,0.4,-2%,0%,-13%,3%,-4%,-5,4%
CN(C)c1ccc(S(=O)(=O)NCC(=O)NCC2CCCCC2)cc1[N+](=O)[O-],-3.9,-16%,2%,12%,1%,7%,-3,-8%
Cc1nn(-c2ccccc2)c(Cl)c1C(=O)N(C)CC(=O)Nc1cccc(F)c1,2.2,2%,1%,10%,0%,0%,-3,-3%
O=C(Nc1cccc(NC(=O)c2ccc(Cl)cc2Cl)c1)c1cccnc1,0.3,0%,-1%,?,10%,3%,-13,0%
CC(=O)c1ccc(N=C2C(=O)Nc3ccccc32)cc1,-4.2,-5%,?,-6%,-5%,8%,-4,-3%[57.1 µM]
COc1cccc(NC(=O)CN(C)C(=O)c2cc3ccccc3cc2OC)c1,1.0,-14%,-13%,10%,0%,14%,7,1%
COc1ccccc1N(CC(N)=O)S(=O)(=O)c1ccc(C)cc1,-0.5,19%,-8%,-13%,0%,-4%,.,-11%
COc1ccc(NC(=O)c2cccc3c2C(=O)N(CC2CCCO2)C3)cc1OC (stereo not given),-2.1,8%,-2%,16%,-12%,-9%,-5,-1%
CCn1c(SCC(=O)c2[nH]c(C)c(C(C)=O)c2C)nnc1-c1ccccc1,-0.5,-19%,-21%,29%,11%,1%,0,-17%
O=C(CC[C@H]1O[C@@H](n2cnc3c(NC(=O)c4ccccc4)ncnc32)[C@H](O)[C@@H]1O)NCc1cccc2ccccc12,-0.4,-14%,3%,6%,-3%,-1%,-2,13%
CC(=O)N1CCc2cc(S(=O)(=O)NC(Cc3ccccc3)C(=O)O)ccc21 (stereo not given),-2.1,18%,-1%,15%,-3%,19%,-9,6%[57.1 µM]
Cc1noc(NS(=O)(=O)c2ccc(NC(=O)/C=C/c3ccc(Cl)cc3Cl)cc2)c1C,0.2,9%,0%,-24%,0%,2%,-15,-3%
COc1ccc(OCCCn2cc(/C=C3/C(=N)N4C=C(C)SC4=NC3=O)c3ccccc32)cc1,-0.5,9%,-5%,.,0%,1%,1,5%
CC(C)(C)n1nc2c(c1NC(=O)Cc1cccc3ccccc13)CS(=O)(=O)C2,-1.6,2%,-7%,8%,-1%,3%,2,1%
COc1cc(/C=N/n2c(=S)[nH]nc(C)c2=O)cc([N+](=O)[O-])c1O,0.4,-2%,-2%,23%,5%,10%,-57*,-5%
COc1ccccc1NS(=O)(=O)c1cc(NC(=O)c2cccc(S(=O)(=O)N(C)C)c2)ccc1N1CCOCC1,-3.5,1%,-16%,?,5%,-1%,-1,-10%

# 3 compounds from above, limited to EPAC1 antag.
compound | EPAC1 antag
COc1ccc(OCCCn2cc(/C=C3/C(=N)N4C=C(C)SC4=NC3=O)c3ccccc32)cc1 | 9%
CC(C)(C)n1nc2c(c1NC(=O)Cc1cccc3ccccc13)CS(=O)(=O)C2 | 2%
COc1cc(/C=N/n2c(=S)[nH]nc(C)c2=O)cc([N+](=O)[O-])c1O | -2%

# (cont.)
SMILES,IL2 activator,EPAC1 antag,PLK1 PBD inh,FUS yeast rescue,EPAC1 ag,Abeta rescue,PI5P4Ka inh,WRN helicase inh
FC(F)(F)c1ccc(C2[C@H]3CN(Cc4ccc(-c5ccccc5)cc4)[C@H](c4ccccc4)C34CC2(c2cccnc2)C4)cc1 (stereo not given in full),0.4,2%,8%,?,-4%,7%,0,15%
CCOc1cc(C=O)ccc1OCCSc1ccc(C)cc1,3.2,-9%,-9%,9%,23%,-2%,.,-1%
COC(=O)c1ccc(C(=O)N(C)C2CCCN(Cc3ccccc3F)C2)cc1 (stereo not given),0.1,-7%,-3%,-14%,4%,5%,-9,4%
C=CCc1cccc2cc(C(=O)Nc3ccccc3C(=O)O)c(=O)oc12,0.9,-13%,12µM*,43%,-5%,-12%,-61*,?
COCCNc1ccc(S(=O)(=O)N2CCCC2)cc1[N+](=O)[O-],-0.3,-7%,-11%,7%,5%,-9%,-2,-3%
Cc1ccc(Oc2ccc(NC(=O)c3ccco3)cc2)cc1,1.8,-21%,-9%,30%,27%,-26%,.,-1%
CCCOc1cccc(NC(=O)c2c(-c3ccccc3)noc2C)c1,-0.9,?,-2%,19%,3%,25%,15,-6%
CC(=O)Nc1ccc(S(=O)(=O)N2CCN=C2SCc2cccnc2)cc1,6.6,6%,-5%,-20%,1%,0%,2,4%
Cc1ccc(C(=O)Nc2cccc(S(=O)(=O)N3CCCCC3)c2)cc1S(=O)(=O)N1CCOCC1,0.6,12%,4%,?,10%,0%,3,-4%
Cc1ccc(-n2c(C)n[nH]c2=S)cc1C,-1.4,-5%,-8%,-10%,4%,8%,-3,-7%
Cc1cc(C)cc(OCC(=O)Nc2ccc(N3CCN(S(C)(=O)=O)CC3)cc2)c1,-0.1,0%,2%,28%,1%,14%,.,1%
O=C(COc1ccc(Cl)cc1)Nc1cc(S(=O)(=O)N2CCCCC2)ccc1N1CCCCC1,-1.0,-10%,0%,7%,-2%,5%,4,-5%
